MPTP block: mitochondrial permeability transition pore inhibitors, primary screen, biochemical, isolated mouse mitochondria, absorbance | Ca2+ swelling absorbance, 30 min | inhibition, % at 10 µM | 360,000 tested, 1.4% active;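 active = inhibition of 50% or more, scaled per plate between neutral and stimulator controls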;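 note: 0% = DMSO wells given calcium and 100% = 1 mM EGTA wells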
hIAP activ: human IAP activators, primary screen, biochemical, luminescence, uHTS | purified human IAP, CDP-Star luminescence, 30 min; active compounds read high; 1 = vehicle-only enzyme, 0 = enzyme-free background | Intestinal-type alkaline phosphatase (Homo sapiens), P09923 | activation factor at 10 µM | 330,000 tested, 0.16% active;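 active = activation factor of the enzyme at least 2-fold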; note: the source names both 10 and 20 µM as test concentration; values of inactives mirror those of a sister screen read the other way
GRIN3A LBD mod: binders of NR3A ligand-binding domain, primary screen, biophysical, differential scanning fluorimetry, uHTS; Glutamate receptor ionotropic, NMDA 3A (GRIN3A) ligand-binding domain; AID 1259313, 2017; NR3A LBD differential scanning fluorimetry, Tm shift; 0% = protein alone, 100% = glycine-bound protein; Tm shift relative to glycine control, % at 25 µM; 340,000 tested, 2.5% active;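 active = melting temperature shift of at least 10% of the positive control shift, at one fixed dose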
SENP6 inh: SENP6 protease inhibitors, primary screen, biochemical, luminescence, uHTS. Sentrin-specific protease 6 (Homo sapiens), Q9GZR1. Recombinant SENP6 catalytic domain, aminoluciferin luminescence. inhibition, % at 10 µM. 330,000 tested, 1.8% active. AID 2599, 2010;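 active = inhibition above about 50% at the single tested dose, limit read from the data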;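 note: plate controls were DMSO wells with enzyme for no effect and DMSO wells lacking enzyme for full effect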
SENP1 FRET inh: human SENP1 catalytic domain inhibitors, primary screen, biochemical, FRET, uHTS | recombinant SENP1 catalytic domain, CyPet-SUMO1-YPet FRET cleavage | inhibition, % at 10 µM | 360,000 tested, 0.21% active;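 active = inhibition at least 30% at 10 µM, raw YFP signal under a set limit, fluorescence ratio 0.5 to 1.5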;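 note: 0% = enzyme with DMSO and 100% = no enzyme wells; some results filed as inactive read as strong as hits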
Target sequence (Q9P0U3 419-644 limits assumed): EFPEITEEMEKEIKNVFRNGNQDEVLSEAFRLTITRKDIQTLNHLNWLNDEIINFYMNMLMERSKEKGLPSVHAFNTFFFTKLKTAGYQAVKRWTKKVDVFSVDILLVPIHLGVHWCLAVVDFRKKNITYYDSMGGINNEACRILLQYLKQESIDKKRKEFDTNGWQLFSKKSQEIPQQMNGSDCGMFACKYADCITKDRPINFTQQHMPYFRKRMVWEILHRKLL
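Test system: recombinant human SENP1 catalytic domain, His6-tagged / Medium: pH 8 Tris buffer with EDTA, NaCl, BME, BSA, NP40, catalase / Also added: SUMO1 FRET substrate flanked by Cypet and Ypet, 25 nM / Times: 50 min reaction at room temperature / Signal: FRET, CFP and YFP emission / Control set: no-enzyme low control and enzyme-plus-DMSO high control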
ATG4B inh: ATG4B protease inhibitors, primary screen, biochemical, fluorescence, uHTS | ATG4B cleavage of LC3-PLA2, NBD-HPC fluorescence, 1 h | Cysteine protease ATG4B (Homo sapiens), Q9Y4P1 | 340,000 tested, 0.51% active | AID 504462, 2011 | inhibition, % at 8.33 µM; in the data active = inhibition above about 40%
Target sequence (Q9Y4P1 whole entry, looked up): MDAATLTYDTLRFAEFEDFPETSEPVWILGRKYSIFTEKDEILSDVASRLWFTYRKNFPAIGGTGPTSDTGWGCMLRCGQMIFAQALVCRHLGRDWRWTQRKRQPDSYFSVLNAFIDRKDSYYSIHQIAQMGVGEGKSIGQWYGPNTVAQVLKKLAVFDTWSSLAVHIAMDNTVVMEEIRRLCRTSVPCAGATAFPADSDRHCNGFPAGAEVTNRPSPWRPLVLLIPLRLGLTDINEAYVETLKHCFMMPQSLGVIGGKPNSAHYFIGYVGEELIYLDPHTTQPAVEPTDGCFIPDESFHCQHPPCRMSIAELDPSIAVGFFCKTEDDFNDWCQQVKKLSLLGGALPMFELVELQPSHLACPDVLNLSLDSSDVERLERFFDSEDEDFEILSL
PfG6PD inh: PfG6PD enzyme inhibitors, primary screen, biochemical, fluorescence intensity, uHTS; glucose-6-phosphate dehydrogenase-6-phosphogluconolactonase (Plasmodium falciparum 3D7); PfGluPho enzyme, NADPH resazurin-diaphorase fluorescence; inhibition, % at 20 µM; 350,000 tested, 0.78% active; AID 504690, 2011;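 active = inhibition reaching at least a set limit at 20 µM in the primary screen, cut at about 59% in these data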;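 note: 0% = DMSO wells with substrate and 100% = DMSO wells lacking glucose-6-phosphate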
SENP8 block: human SENP8 protease inhibitors, primary screen, biochemical, fluorescence, Nedd8 protein substrate, uHTS. Sentrin-specific protease 8 (Homo sapiens), Q96LD8. recombinant SENP8. inhibition, % at 20 µM. 360,000 tested, 0.64% active; in the data active = inhibition mostly above about 40%, no sharp cut-off; inactive = mostly below about 27%
Target sequence (Q96LD8 whole entry, looked up): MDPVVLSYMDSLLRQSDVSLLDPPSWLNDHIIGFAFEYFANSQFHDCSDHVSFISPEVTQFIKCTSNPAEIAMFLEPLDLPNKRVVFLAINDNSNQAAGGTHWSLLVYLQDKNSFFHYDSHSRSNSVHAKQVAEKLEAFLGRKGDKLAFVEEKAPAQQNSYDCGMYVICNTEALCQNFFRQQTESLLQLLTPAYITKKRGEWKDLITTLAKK
Starred values were filed as active, the others as inactive; . = no result given. Rows are unselected. Share with any hit: about 6.7%.

SMILES | MPTP block | hIAP activ | GRIN3A LBD mod | SENP6 inh | SENP1 FRET inh | ATG4B inh | PfG6PD inh | SENP8 block
Cc1ccccc1NC(=O)c1c(C)[nH]c(=S)c(C#N)c1-c1ccco1 | 0.8 | 1 | -6 | -10 | 5 | 5 | 42 | 15
CC(=O)c1ccc(C)cc1OC(=O)c1cccc(F)c1 | 2.5 | 1 | -1 | 0 | 0 | -7 | 8 | 7
COc1ccc(CCNC(=O)C(C)Sc2ccccc2)cc1OC (configuration not stated) | 1.8 | 1.2 | -1 | -3 | 2 | 3 | -1 | 4
O=C(c1ccc2c(c1)OCO2)C1CCCN(Cc2cccn2-c2cccnc2)C1 (configuration not stated) | -0.6 | 1 | -1 | -14 | 1 | 3 | 5 | -18
Cc1cc([N+](=O)[O-])c(C(C)(C)C)cc1N | 0.4 | 0.87 | 1 | -12 | 1 | -3 | 5 | 21
Cn1nc(C(=O)Nc2cccc(C(F)(F)F)c2)ccc1=O | -0.9 | 1 | -1 | -26 | 0 | -14 | 6 | 20
CC1=NN(C(N)=S)C(=O)C1N=Nc1ccc(F)cc1 (configuration not stated) | 0.2 | 1.1 | -2 | 88* | 3 | -2 | 10 | 18
Fc1ccccc1NC(=S)N(CCN1CCCCC1)Cc1ccco1 | -0.7 | 1 | 0 | -1 | 0 | -3 | 14 | -17
COc1ccccc1NC1=CC(=O)CC(c2ccccc2)C1 (configuration not stated) | 1.6 | 0.9 | 1 | -3 | -9 | 1 | 5 | 4
COC(=O)\C(C(C)=O)=C(/C=C/C=C/N(C)C)N(C)C | 0.6 | 0.88 | 1 | -11 | -86 | -1 | 16 | 6
Cc1ccc(C(=O)NC(=S)Nc2ccc(CN3CCOCC3)cc2)cc1 | -0.9 | 1.1 | 0 | -10 | 3 | -4 | -1 | 12
CC(=O)N1CCc2cc(S(=O)(=O)N3CCc4ccccc43)ccc21 | 3.3 | 1 | 2 | 5 | 0 | -2 | -2 | -2
CCOC(=O)CC1C(=O)NCCN1Cc1cccc(OC)c1 (configuration not stated) | -0.1 | 0.86 | 0 | -2 | 0 | -3 | -9 | 0
O=C(c1cnn2cccnc12)N1CCN(c2ccccc2)CC1 | -0.9 | 0.96 | 0 | -42 | 0 | -8 | -11 | 16
Cc1nc2ncnn2c(C)c1CCC(=O)O | -0.2 | 1.1 | 2 | -18 | 0 | -7 | -7 | 17
Cc1ccc(S(=O)(=O)N2Cc3ccccc3CC2C(N)=O)cc1 (configuration not stated) | -0.8 | . | . | . | 3 | . | 3 | 13
Cc1cc(N2CCOCC2)c2c(N)c(C)cc(C)c2n1 | -0.8 | 0.95 | -1 | -6 | -9 | -9 | 4 | -14
CCCCCn1c(=O)[nH]c2cc(C(=O)NCCCN3CCC(C)CC3)ccc2c1=O | 1.7 | 0.97 | 0 | -12 | 1 | -4 | -6 | -135
O=C(COC(=O)c1ccccc1)NC1CCCC1 | -0.4 | 0.98 | -4 | 4 | 0 | 2 | -3 | 4
CCN(CC)CCNC(=O)c1cccc(NC(=O)C(=O)c2ccccc2NC(C)=O)c1 | -0.3 | 1 | -1 | -8 | -1 | 0 | -20 | 15
Cc1ccc(CN2CCN(Cc3cccc(-n4cccn4)c3)CC2CCO)cc1 (configuration not stated) | 1.0 | 1 | 0 | -12 | 2 | -2 | 20 | 9
Cc1ccc(O)c(NC(=S)NC(=O)CC(C)C)c1 | -0.8 | 1.1 | 1 | 15 | 2 | 5 | -3 | 2
CCn1cc(C(=O)NCCc2ccc(C)cc2)c(=O)c2cc(S(=O)(=O)N(C)C)ccc21 | . | 0.91 | -2 | -1 | . | -2 | -11 | .
CCn1c(CSc2nc3ccccc3s2)nnc1SCC(=O)c1ccc2c(c1)OCCO2 | 1.8 | 0.94 | 0 | 10 | 3 | -6 | -2 | 9
COc1cc2cc(C(c3nnnn3C3CCCC3)N3CCCCC3)c(=O)[nH]c2cc1OC (configuration not stated) | -2.1 | 0.91 | -1 | -6 | 1 | -7 | 7 | -279
Remaining list, next part
SMILES | MPTP block | hIAP activ | GRIN3A LBD mod | SENP6 inh | SENP1 FRET inh | ATG4B inh | PfG6PD inh | SENP8 block
S=C(Cc1ccccc1)NCCc1ccccc1 | 1.1 | 0.97 | -1 | -12 | 0 | 7 | 12 | 10
Brc1ccccc1OCCOc1cccc2cccnc12 | -0.3 | 0.99 | 3 | -2 | -1 | 10 | 33 | -88
COCCN1CCN(C(=O)c2cc(COc3ccc(F)c(F)c3)on2)CC1 | 1.1 | 1.2 | 3 | -12 | 2 | 7 | -11 | -3
O=C(c1ccco1)N1CCN(c2ccc([N+](=O)[O-])cc2Cl)CC1 | 2.0 | 1 | 0 | -26 | 2 | 3 | 5 | 20
Cc1ccc(S(=O)(=O)c2n[nH]n3c2nc(=O)c2ccccc23)cc1 | 0.3 | 0.88 | -4 | -14 | 0 | -6 | -12 | -237
Cn1c2ccccc2c2ncn(CCN3CCOCC3)c(=O)c21 | 0.4 | 0.87 | -2 | 5 | 0 | -10 | 1 | -56
COC(=O)[C@H](Cc1ccccc1)NC(=O)c1cc(COc2c(F)cccc2F)on1 | 1.7 | 1.3 | 2 | -6 | 2 | 25 | -1 | 15
c1cnc2ccc(C(c3nnnn3C3CCCC3)N3CCN4CCCC4C3)cc2c1 (configuration not stated) | -0.2 | 1.1 | -2 | -10 | -4 | -8 | 0 | 11
Brc1ccccc1OCCCN1CCCC1 | 1.0 | 1.2 | 5 | -34 | 2 | -4 | 17 | 18
O=C(Nc1ccc2c(c1)OCCO2)C1CCCN(S(=O)(=O)c2cccnc2)C1 (configuration not stated) | -0.7 | 1.1 | 0 | 0 | 1 | -3 | 17 | 3
Cc1cc(-c2n[nH]c(=S)n2-c2ccc(C)c(C)c2)no1 | 1.2 | 0.96 | -7 | -29 | 0 | 5 | 35 | 9
COc1ccc(OC)c(-c2csc3nnc(SCC(=O)Nc4ccc(NC(C)=O)cc4)n23)c1 | 0.4 | 0.94 | 1 | -7 | 3 | 3 | 2 | 5
Cc1ccccc1NC1=NC(=S)N(c2ccccc2)C12CCCCC2 | 0.1 | 1.1 | 2 | -8 | 3 | 9 | 2 | 6
CC(=O)c1nnn(-c2ccccc2C#N)c1C | 1.0 | 1.1 | 1 | -24 | 1 | -2 | -10 | 29
COc1cc(C(=O)Nc2ccc(C)c(S(=O)(=O)N(C)C)c2)ccc1OCC(=O)N1CCOCC1 | -0.8 | 0.93 | -2 | -14 | -4 | -8 | -1 | -3
CC(C)NCC(O)COCCOc1ccc(Br)cc1 (configuration not stated) | 1.1 | 0.91 | -1 | 0 | 1 | -10 | 8 | 10
CCn1c(SCC(=O)c2c[nH]c3ccccc23)nnc1-c1cccs1 | -4.4 | 1 | -1 | -5 | 26 | 0 | 32 | 11
COc1ccc(C2C(CC(=O)O)=C(Nc3ccccc3)C(=O)N2c2ccccc2)cc1 (configuration not stated) | 2.8 | 0.93 | -1 | -1 | -2 | 2 | -19 | -24
O=C1C2C3CC(C(Br)C3Br)C2C(=O)N1c1nccs1 (configuration not stated) | 2.1 | 1.1 | 2 | -13 | 3 | -4 | -9 | 18
O=S(=O)(NCCSCc1ccc(Cl)c(Cl)c1)c1ccc2c(c1)OCCO2 | 1.2 | 1 | -1 | -12 | -1 | -23 | 5 | 14
Cc1ccc(CN2CCN(/N=C/c3ccc(Cl)c([N+](=O)[O-])c3)CC2)cc1 | 3.8 | 0.95 | -2 | 0 | 3 | -6 | 24 | 10
O=C(O)C1CC=CCC1C(=O)Nc1ccccc1Cl (configuration not stated) | 0.0 | 1.1 | 0 | -9 | 2 | 0 | 4 | 12
COc1ccc(OCC(O)CNC(=O)c2c(-c3ccccc3)noc2C)cc1 (configuration not stated) | 1.8 | 0.82 | 0 | -6 | 1 | -5 | -3 | 12
CC(C)(C)NC(=O)COC(=O)c1cc(Br)ccc1Cl | 1.6 | 0.99 | 0 | 11 | 1 | -7 | 2 | 11
COc1ccc(NC(=O)COC(=O)C2=COCCO2)cc1OC | 0.9 | 0.99 | -2 | -3 | -1 | 7 | -6 | 1

Fetched by structure from above (4):
SMILES | MPTP block | hIAP activ | GRIN3A LBD mod | SENP6 inh | SENP1 FRET inh | ATG4B inh | PfG6PD inh | SENP8 block
CC(C)(C)NC(=O)COC(=O)c1cc(Br)ccc1Cl | 1.6 | 0.99 | 0 | 11 | 1 | -7 | 2 | 11
Cc1ccc(S(=O)(=O)c2n[nH]n3c2nc(=O)c2ccccc23)cc1 | 0.3 | 0.88 | -4 | -14 | 0 | -6 | -12 | -237
COCCN1CCN(C(=O)c2cc(COc3ccc(F)c(F)c3)on2)CC1 | 1.1 | 1.2 | 3 | -12 | 2 | 7 | -11 | -3
O=C(c1ccco1)N1CCN(c2ccc([N+](=O)[O-])cc2Cl)CC1 | 2.0 | 1 | 0 | -26 | 2 | 3 | 5 | 20

Back to the main list; the 6 compounds before the break are reprinted first.
SMILES | MPTP block | hIAP activ | GRIN3A LBD mod | SENP6 inh | SENP1 FRET inh | ATG4B inh | PfG6PD inh | SENP8 block
O=S(=O)(NCCSCc1ccc(Cl)c(Cl)c1)c1ccc2c(c1)OCCO2 | 1.2 | 1 | -1 | -12 | -1 | -23 | 5 | 14
Cc1ccc(CN2CCN(/N=C/c3ccc(Cl)c([N+](=O)[O-])c3)CC2)cc1 | 3.8 | 0.95 | -2 | 0 | 3 | -6 | 24 | 10
O=C(O)C1CC=CCC1C(=O)Nc1ccccc1Cl (configuration not stated) | 0.0 | 1.1 | 0 | -9 | 2 | 0 | 4 | 12
COc1ccc(OCC(O)CNC(=O)c2c(-c3ccccc3)noc2C)cc1 (configuration not stated) | 1.8 | 0.82 | 0 | -6 | 1 | -5 | -3 | 12
CC(C)(C)NC(=O)COC(=O)c1cc(Br)ccc1Cl | 1.6 | 0.99 | 0 | 11 | 1 | -7 | 2 | 11
COc1ccc(NC(=O)COC(=O)C2=COCCO2)cc1OC | 0.9 | 0.99 | -2 | -3 | -1 | 7 | -6 | 1
COc1cccc2cc(C(C)N(CCCN3CCOCC3)C(=S)Nc3ccc(C)c(C)c3)oc12 (configuration not stated) | 0.8 | 1.1 | -1 | -1 | 5 | -2 | 14 | 30
O=C(NC(=S)Nc1ccc(S(=O)(=O)N2CCCCC2)cc1)c1cccs1 | -17 | 1.1 | -13 | -16 | -3 | 17 | -24 | -4
CCC[n+]1c(C)sc2c(OC)ccc(OC)c21 | -0.1 | 1 | 3 | -4 | 1 | 1 | 40 | 16
COc1cccc(NC(=O)CN(C)C(=O)CNC(=O)c2ccccc2F)c1 | -0.6 | 1.2 | 4 | -3 | 1 | -14 | 4 | 10
CCN(CC)c1ccc(NC(=O)c2ccc3c(c2)OCO3)cc1 | 0.7 | 0.88 | 0 | 5 | -1 | -3 | 11 | 5
COc1cc(C=O)ccc1OCC(=O)Nc1ccccc1N1CCOCC1 | -0.4 | 1.2 | -1 | 12 | -1 | -11 | 0 | 6
